HP1b binding inh = HTS for Inhibitors of HP1-beta Chromodomain Interactions with Methylated Histone Tails; Chromobox protein homolog 1 (Homo sapiens), P83916; AlphaScreen HP1-beta / biotin-H3K9me3 peptide binding; 0.56% of 390,000 active; Potency, µM (highest dose often 114 µM), for the others: at the highest dose activity change, negative = inhibition, most hits filed as inhibitors; further: nearly all actives have a fitted effect of over 70% in size; inactives centre near 23
Target sequence (P83916 whole entry, looked up): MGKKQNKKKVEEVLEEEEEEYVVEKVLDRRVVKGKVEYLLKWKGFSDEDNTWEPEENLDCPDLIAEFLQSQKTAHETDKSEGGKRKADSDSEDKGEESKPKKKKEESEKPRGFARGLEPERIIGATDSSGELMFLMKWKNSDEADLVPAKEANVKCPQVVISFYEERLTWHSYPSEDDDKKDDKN
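AlphaScreen: HP1-beta (50 nM) preformed 30 min with biotin-H3(1-18)K9me3 peptide (50 nM) in PBS pH 7.4, 0.01% Tween-20. Compound added for 30 min at RT, then streptavidin donor/nickel chelate acceptor beads (10 ug/mL) for 30 min.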
Tb PGK inh = qHTS Assay to Find Inhibitors of Phosphoglycerate Kinase; AID 602233, 2012; Phosphoglycerate kinase, glycosomal (Trypanosoma brucei brucei), P07378; Potency, µM (highest dose often 57.5 µM), without a hit: at the top dose activity change, negative = inhibition, most hits filed as inhibitors; PGK/GAPDH coupled, Kinase-Glo luminescence, 60 min; 0.043% of 380,000 active; further: on the % scale 0 is the no-effect control and ±100 the full control effect; nearly all actives have a fitted effect of over 60% in size
Target sequence (P07378 whole entry, looked up): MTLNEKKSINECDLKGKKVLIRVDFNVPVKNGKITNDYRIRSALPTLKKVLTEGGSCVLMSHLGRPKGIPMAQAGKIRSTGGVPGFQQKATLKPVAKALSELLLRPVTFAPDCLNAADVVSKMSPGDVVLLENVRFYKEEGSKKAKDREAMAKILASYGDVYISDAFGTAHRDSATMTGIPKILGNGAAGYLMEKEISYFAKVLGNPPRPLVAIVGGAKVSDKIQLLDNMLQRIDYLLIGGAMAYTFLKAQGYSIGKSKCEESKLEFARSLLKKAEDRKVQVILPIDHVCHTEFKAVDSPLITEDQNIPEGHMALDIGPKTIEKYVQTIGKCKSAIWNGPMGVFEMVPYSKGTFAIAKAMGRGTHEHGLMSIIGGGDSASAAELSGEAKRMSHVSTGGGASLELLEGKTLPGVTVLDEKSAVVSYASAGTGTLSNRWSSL
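Luminescent ATP detection (Kinase-Glo Plus) follows a 60-minute room-temperature incubation, with wells lacking PGK as controls. Buffer: 100 mM TEA (pH 7.6), 5 mM MgCl2, 0.01% Tween-20. Coupling enzyme GAPDH (100 nM final) supplies unstable 1,3-BPG in-well.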
Pin1 inh = qHTS Assay to Find Inhibitors of Pin1. Peptidyl-prolyl cis-trans isomerase NIMA-interacting 1 (Homo sapiens), Q13526. Pin1 FP peptide displacement, HiFluor488, 10 min. Potency, µM (top dose mostly 115 µM), without a hit: top-dose activity, negative = inhibition, usual class: inhibitors. 0.009% of 390,000 active. AID 504891, 2011; active means well fitted inhibition curve with a large enough effect in the polarisation, with a control signal flat, not every such curve was filed as active; inconclusive means small, poorly fitted or top-dose-only effect, or effect the other way, or a change in a side signal; inactive means no such curve, though single readings can be large or run the other way; the % refers to the polarisation; further: on the % scale 0 is the no-effect control and ±100 the full control effect
Target sequence (Q13526 whole entry, looked up): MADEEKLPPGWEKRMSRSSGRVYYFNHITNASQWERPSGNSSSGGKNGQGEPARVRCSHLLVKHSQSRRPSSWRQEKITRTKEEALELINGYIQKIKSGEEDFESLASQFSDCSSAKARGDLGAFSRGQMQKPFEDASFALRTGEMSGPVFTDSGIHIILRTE
JMJD2A Tudor inh = qHTS Assay for Inhibitors of JMJD2A-Tudor Domain; AlphaScreen JMJD2A-Tudor / H3K4me3 peptide binding; 4.4% of 390,000 active; Potency, µM (highest dose often 114 µM), inactives show at the top dose activity change, negative = inhibition, usual class: inhibitors; AID 504339, 2011; Lysine-specific demethylase 4A (Homo sapiens), O75164; further: on the % scale 0 is the no-effect control and ±100 the full control effect; nearly all actives have a fitted effect of over 50% in size
ERG Ets-DNA blk = qHTS for Small Molecule Inhibitors of the ERG Ets/DNA interaction; Transcriptional regulator ERG (Homo sapiens), P11308; fluorescence polarization, His-ERG Ets domain / labelled DNA; Potency, µM (titrated, usually from 76.9 µM), inactives show top-dose FP activity, negative = inhibition, hits mostly inhibitors; 0.028% of 370,000 active; AID 624246, 2012; active means well fitted inhibition curve with a large enough effect in the polarisation, with a control signal flat; inconclusive means small, poorly fitted or top-dose-only effect, or effect the other way, or a change in a side signal; inactive means no such curve, though single readings can be large or run the other way; the % refers to the polarisation;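 further: polarization taken with two DNA probes labelled with fluorescein and Texas red; % of control where 0% means no effect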
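His-tagged ERG Ets domain (1 uM in the protein solution; 300mM KCl, 50mM Tris-HCl, 1mM EDTA, 1mM DTT, pH 7.5) received compound, then a probe mix of 5 nM fluorescein-DNA and 100nM Texas-615-DNA. Fluorescence polarization was read for both dyes.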
rTrxR1 inhibitor = qHTS Assay for Inhibitors of Mammalian Selenoprotein Thioredoxin Reductase 1 (TrxR1): qHTS; AID 588453, 2011; Potency, µM (doses to about 114 µM), for inactives: top-dose activity change, negative = inhibition, most hits filed as inhibitors; 1% of 390,000 active; Thioredoxin reductase 1, cytoplasmic (Rattus norvegicus), O89049; recombinant rTrxR1, NADPH fluorescence consumption, selenite substrate; further: on the % scale 0 is the no-effect control and ±100 the full control effect; nearly all actives have a fitted effect of over 65% in size
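Rat TrxR1 (90 nM in the dispensed reagent) was pre-reduced with 400 uM NADPH for 5 min at room temperature, then incubated with compound for 15 min. After 400 uM selenite was added, NADPH fluorescence (Ex 340/Em 450 nm) was followed for 8 min.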
12-LOX inh = Primary qHTS assay for inhibitors of human arachidonate 12S-lipoxygenase (ALOX12): Round 2 | AID 1671190, 2021 | 1.1% of 580,000 active | purified 12hLO, xylenol orange hydroperoxide absorbance | Polyunsaturated fatty acid lipoxygenase ALOX12 (Homo sapiens), P18054 | Potency, µM (series often up to 108 µM), for inactives: at the top dose activity change, negative = inhibition, actives largely listed as inhibitors; further: on the % scale 0 is the no-effect control and ±100 the full control effect
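Hydroperoxide product was detected by ferrous iron/xylenol orange as the 573 to 405 nm absorbance ratio. Arachidonic acid at 40 uM (final) was turned over for 30 min at room temperature by 150 nM human 12hLO, pH 7.0 Hepes buffer, after 15 min compound preincubation.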
RGS4 inhibitor = Inhibitors of Regulator of G Protein Signaling (RGS) 4: qHTS | Regulator of G-protein signaling 4 (Homo sapiens), P49798 | Transcreener GDP fluorescence polarization, RGS4-accelerated GTP hydrolysis | 0.039% of 390,000 active | Potency, µM (titrated, usually from 114 µM), inactives show top-dose activity change, negative = inhibition, most hits filed as inhibitors; further: on the % scale 0 is the no-effect control and ±100 the full control effect; nearly all actives have a fitted effect of over 75% in size; some results filed as inactive show a strong effect at the top dose
Target sequence (P49798 whole entry, looked up): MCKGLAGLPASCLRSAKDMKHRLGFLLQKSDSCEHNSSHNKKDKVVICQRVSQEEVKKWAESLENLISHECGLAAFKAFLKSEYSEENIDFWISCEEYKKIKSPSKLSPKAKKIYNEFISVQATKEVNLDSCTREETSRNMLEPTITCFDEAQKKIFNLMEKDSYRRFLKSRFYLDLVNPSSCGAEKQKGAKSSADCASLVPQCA
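MLSMR compounds (23 nl, pin-transferred) preincubated 10 min at room temperature with a 500nM (2x) first reagent, then RGS4 at 900nM (2x) plus Transcreener GDP mix added; fluorescence polarization (620/688 nm) read before and after 90 min at 30 °C.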
GLS inhibitor = qHTS for Inhibitors of Glutaminase (GLS) | 0.21% of 410,000 active | Potency, µM (top dose mostly 45.5 µM), for the others: top-dose activity change, negative = inhibition, usual class: inhibitors | GLS enzymatic activity, qHTS titration | Glutaminase kidney isoform, mitochondrial (Homo sapiens), O94925; further: on the % scale 0 is the no-effect control and ±100 the full control effect
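Glutamate formation by hKGA was monitored fluorometrically using coupled glutamate oxidase, HRP and Amplex Red. Substrate was added as 1 mM L-glutamine solution; incubation was 30 min at RT after an initial read.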
* hit, by the source's call; i = inactive; ? = inconclusive; . = no result given; & = joins results of further samples; [ ] = dose if it differs, or a comment. Unless noted, the call rests on the fitted dose curve; in most records, active means well fitted curve in the direction sought with a large enough effect; inconclusive means small, poorly fitted or top-dose-only effect, or another doubt; inactive means no such curve, though single readings can be large; an effect the other way counts as inactive or inconclusive. Potency means the concentration at half of the fitted maximal effect. A portion of the library, so the mix of outcomes need not match the whole.

Compound | HP1b binding inh | Tb PGK inh | Pin1 inh | JMJD2A Tudor inh | ERG Ets-DNA blk | rTrxR1 inhibitor | 12-LOX inh | RGS4 inhibitor | GLS inhibitor
CCCCNC(=O)N1CCN(Cc2ccc(F)cc2)CC1 | 81%[activator] | -9% | -2% | -1% | -20% | -14% | -9% | 3%[11.4 µM] | 0%
CCC(CC)C(=O)c1c[nH]c(C(=O)N2CCN(c3ccccc3)CC2)c1 | 7% | -8% | -2% | -8% | 3% | 44%[activator][57.1 µM] | 0% | -26% | -27%
Cn1c(=O)c2c(ncn2CC(=O)N2CCCc3ccccc32)n(C)c1=O | 19% | 0% | -15% | -4% | 3% | 4%[57.1 µM] | 15% | -10% | -1%
CC(C(=O)N1c2ccccc2CC1C)N1CCN(S(=O)(=O)c2ccccc2F)CC1 (stereo unspecified) | ? | -2% | -12% | 3.5µM* | 5% | 30%[activator] | ? | 8% | -5%
COc1ccc2[nH]c(=O)c(CN(C)C(=O)C3CCCCC3)cc2c1 | 12% | -4% | 1% | -8% | 4% | -10% | 149%[activator] | -1% | -5%
CCC(=O)Nc1cc2c(cc1Cl)-c1ccccc1C2 | 12% | -4% | 3% | -12% | 7% | 11%[57.1 µM] | -6% | 31% | -2%
O=C(CN(C(=O)CCC(=O)Nc1ccccn1)c1ccc2c(c1)OCO2)NCc1ccc(F)cc1 | 20% | 2% | 5% | 0% | 12% | 31%[57.1 µM] | -3% | -21% | -11%
O=C(O)c1ccccc1-c1ccccc1C(=O)Nc1nc2ccccc2s1 | 32% | -3% | ? | -6% | 7% | 4% | ? | -16% | -10%
CCOC(=O)C1CCN(S(=O)(=O)c2cc(-c3onc(C)c3C)ccc2OC)CC1 | 39% | -7% | 3% | 4% | -6% | 2%[57.1 µM] | -20% | -6% | 7%
N#CCSc1nc(N)c(C#N)c(C2CCCCC2)c1C#N | 48%[activator] | -6% | ? | 7%[11.4 µM] | 2% | 13%[57.1 µM] | 11% | 11%[11.4 µM] | -21%
CCN(C(=O)c1cc2c(s1)-c1ccccc1OC2)c1cccc(C(F)(F)F)c1 | 150%[activator] | 7% | ? | 118%[activator] | -11% | 26% | 4% | -4% | 5%
COc1ccc(CNc2nc3c(c(=O)[nH]c(=O)n3C)n2Cc2ccccc2)cc1 | 28% | . | 2% | -12% | -7% | 7% | 7%&-6% | -7% | 0%
CCn1c(SCC(=O)N/N=C/c2cccs2)nc2ccccc21 | 30% | . | -2% | -22% | -1% | 25% | -1% | -13% | -2%
CC1(C)O[C@H]2OC([C@H](O)CON3C(=O)c4ccccc4C3=O)[C@H](O)[C@H]2O1 (stereo partly specified) | 18% | -11% | -1% | -33% | -2% | -9%[57.1 µM] | ? | -1% | 1%
Cc1cc(C(=O)N(C)CC2CCCN(CCc3ccc(F)cc3)C2)c(C)o1 (stereo unspecified) | 23% | 8% | -1% | -24% | -18% | 10% | ? | 18% | 10%
O=C(Nc1ccccc1N1CCOCC1)c1cccc(S(=O)(=O)Nc2ccccc2F)c1 | 24% | -5% | 7% | -5% | 16% | 1% | 272%[activator] | 1% | 9%
CCOCCn1ccc2c(OCC(=O)NCCc3ccc(OC)c(OC)c3)cccc2c1=O | 23% | 6% | 5% | 4% | 4% | 6% | 11% | -1% | 2%
O=C(c1ccc(S(=O)(=O)c2ccccc2)cc1)N1CCc2ccccc2C1 | 24% | -7% | 0% | -20% | 0% | -8% | -7% | -19% | -5%
O=C(COc1ncnc2ccccc12)N1CCN(C(=O)c2ccco2)CC1 | 26% | -1% | -6% | -2% | -2% | 30%[57.1 µM] | 8% | -39% | 3%
O=C(Nc1ccc(Nc2ccccc2)cc1)c1ccc(Br)cc1 | 12% | -4% | -1% | -19% | -3% | 15% | 0% | 18% | -3%
CCc1noc(C)c1C(=O)Nc1ccc(Cl)c(S(=O)(=O)N2CCCCC2)c1 | 20% | -3% | -1% | -18% | 2% | 21% | -24% | 9% | 1%
CCOC(=O)N1CCN(S(=O)(=O)c2ccc(OCC(=O)OC)cc2)CC1 | 7% | -7%[11.5 µM] | -3% | -5% | . | 17% | -13% | 36% | 8%
Cc1ccc2c(C)c(C(=O)NCCc3ccco3)oc2c1C | 15% | i | -3% | -8% | -15% | 11% | ? | ? | 2%
Cn1cc(C=O)c(-c2ccc3c(c2)OCCCO3)n1 | -3% | 5% | 2% | -3% | 1% | -2% | -2% | 21% | 1%
CCOc1ccc(-c2nnn(CCC#N)n2)cc1OC | -13% | -3% | -5% | ? | 2% | 6%[57.1 µM] | -11% | ? | 0%
CCOc1cc(C(=O)Nc2ccc(C(=O)NCCN(CC)CC)cc2)ccc1OCC(=O)N1CCOCC1 | 40%[activator] | 1% | -4% | 8% | 6% | -11%[57.1 µM] | -18% | -4% | 4%
Cc1ccc(NC(=O)c2sc(N)nc2-c2ccccc2)cc1C | ? | 13% | -5% | ? | -1% | 10%[57.1 µM] | ? | ? | 7%
CN(CC(=O)O)c1ccc(C(F)(F)F)cc1[N+](=O)[O-] | 40%[activator] | -4% | -4% | 9%[11.4 µM] | 11% | 35%[57.1 µM] | -9% | -19% | -3%
CCc1ccc(S(=O)(=O)c2n[nH]n3c2nc(=O)c2ccccc23)cc1 | 30% | -6% | -4% | 2% | . | 42%[activator] | 0%[57.4 µM] | -12% | -2%
COC(=O)[C@]1(C)CCC[C@@]2(C)C3CC[C@@]4(C)C[C@]3(CC[C@H]12)C[C@H]4O (stereo partly specified) | 30% | -1% | 7% | -10% | -3% | 13% | -3% | 18% | 0%
c1ccc(CCNc2ccnc3cc4ccccc4cc23)cc1 | 11% | -6% | -8% | -22% | -5% | 18%[57.1 µM] | ? | -3% | -1%
CCCn1c(SCC(=O)NCCc2ccc(Cl)cc2Cl)n[nH]c1=O | 27% | -4% | -2% | -10% | . | 8% | -22% | -19% | -7%
CCOc1ccc(OCC)c(S(=O)(=O)N2CCOCC2)c1 | 53%[activator] | -3% | -6% | 5% | 7% | 21%[57.1 µM] | ? | -11% | -1%

Single records, from the list above. Order of screens: HP1b binding inh	Tb PGK inh	Pin1 inh	JMJD2A Tudor inh	ERG Ets-DNA blk	rTrxR1 inhibitor	12-LOX inh	RGS4 inhibitor	GLS inhibitor
Shown for c1ccc(CCNc2ccnc3cc4ccccc4cc23)cc1 : 11%	-6%	-8%	-22%	-5%	18%[57.1 µM]	?	-3%	-1%
Shown for CCOc1ccc(OCC)c(S(=O)(=O)N2CCOCC2)c1 : 53%[activator]	-3%	-6%	5%	7%	21%[57.1 µM]	?	-11%	-1%
Shown for COc1ccc(CNc2nc3c(c(=O)[nH]c(=O)n3C)n2Cc2ccccc2)cc1 : 28%	.	2%	-12%	-7%	7%	7%&-6%	-7%	0%
Shown for Cc1ccc2c(C)c(C(=O)NCCc3ccco3)oc2c1C : 15%	i	-3%	-8%	-15%	11%	?	?	2%

Of the compounds above, these have a Cl atom.
Compound | HP1b binding inh | Tb PGK inh | Pin1 inh | JMJD2A Tudor inh | ERG Ets-DNA blk | rTrxR1 inhibitor | 12-LOX inh | RGS4 inhibitor | GLS inhibitor
CCC(=O)Nc1cc2c(cc1Cl)-c1ccccc1C2 | 12% | -4% | 3% | -12% | 7% | 11%[57.1 µM] | -6% | 31% | -2%
CCc1noc(C)c1C(=O)Nc1ccc(Cl)c(S(=O)(=O)N2CCCCC2)c1 | 20% | -3% | -1% | -18% | 2% | 21% | -24% | 9% | 1%
CCCn1c(SCC(=O)NCCc2ccc(Cl)cc2Cl)n[nH]c1=O | 27% | -4% | -2% | -10% | . | 8% | -22% | -19% | -7%

High-throughput results as filed in PubChem.
